# Screening results deposited in PubChem BioAssay by The Scripps Research Institute Molecular Screening Center.
# MITF primary: MITF inhibitors, primary screen, biochemical, AlphaScreen, human; inhibition, % at 2.6 µM; AlphaScreen MITF homodimerization, bead proximity signal; Microphthalmia-associated transcription factor (Homo sapiens), O75030; 650,000 compounds, 0.91% hits; in the data active = inhibition above about 50%;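 also: 0% = vehicle wells with protein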
# GPR151 activ: activators of human GPR151, primary screen, cell-based, PathHunter beta-arrestin, luminescence; PathHunter beta-arrestin GPR151 cells; activation, % at 11.2 µM; 650,000 compounds, 1% hits; AID 1508602, 2020; in the data active = activation above about 4.9%;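 also: 0% = median of compound wells and 100% = cells with positive control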
# Target sequence (Q8TDV0 whole entry, looked up): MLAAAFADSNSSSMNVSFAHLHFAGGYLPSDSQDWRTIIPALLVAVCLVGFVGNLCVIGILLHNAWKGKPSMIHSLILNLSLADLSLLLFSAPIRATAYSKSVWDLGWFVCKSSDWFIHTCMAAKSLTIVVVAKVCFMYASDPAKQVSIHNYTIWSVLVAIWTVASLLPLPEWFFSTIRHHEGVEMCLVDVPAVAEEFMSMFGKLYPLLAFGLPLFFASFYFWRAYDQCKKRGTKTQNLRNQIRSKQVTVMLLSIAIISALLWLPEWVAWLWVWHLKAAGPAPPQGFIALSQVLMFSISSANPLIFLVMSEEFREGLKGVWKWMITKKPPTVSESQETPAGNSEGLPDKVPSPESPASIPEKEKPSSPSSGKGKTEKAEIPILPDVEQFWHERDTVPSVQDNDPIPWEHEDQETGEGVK
# TEAD-YAP block: TEAD-YAP interaction inhibition, primary screen, TEAD-YAP interaction inhibitor project, luminescence, HEK-TIYL cells. AID 1259422, 2018. TEAD-Gal4/YAP UAS-luciferase luminescence. inhibition, % at 9.12 µM. 640,000 compounds, 1.4% hits; in the data active = inhibition above about 32%;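 also: 0% = median of test compound wells and 100% = reference inhibitor wells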
# FBW7 activator: FBW7 E3 ligase activators, primary screen, biochemical, AlphaScreen, human | F-box/WD repeat-containing protein 7 (Homo sapiens), Q969H0 | AlphaScreen FBW7–phospho-cyclin E peptide binding, activator screen | normalized activity (activation), % at 26.1 µM | 650,000 compounds, 0.13% hits; in the data active = normalized activity above about 1.9%;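 also: purified mutant Fbw7 with reduced substrate affinity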
# Target sequence (Q969H0 whole entry, looked up): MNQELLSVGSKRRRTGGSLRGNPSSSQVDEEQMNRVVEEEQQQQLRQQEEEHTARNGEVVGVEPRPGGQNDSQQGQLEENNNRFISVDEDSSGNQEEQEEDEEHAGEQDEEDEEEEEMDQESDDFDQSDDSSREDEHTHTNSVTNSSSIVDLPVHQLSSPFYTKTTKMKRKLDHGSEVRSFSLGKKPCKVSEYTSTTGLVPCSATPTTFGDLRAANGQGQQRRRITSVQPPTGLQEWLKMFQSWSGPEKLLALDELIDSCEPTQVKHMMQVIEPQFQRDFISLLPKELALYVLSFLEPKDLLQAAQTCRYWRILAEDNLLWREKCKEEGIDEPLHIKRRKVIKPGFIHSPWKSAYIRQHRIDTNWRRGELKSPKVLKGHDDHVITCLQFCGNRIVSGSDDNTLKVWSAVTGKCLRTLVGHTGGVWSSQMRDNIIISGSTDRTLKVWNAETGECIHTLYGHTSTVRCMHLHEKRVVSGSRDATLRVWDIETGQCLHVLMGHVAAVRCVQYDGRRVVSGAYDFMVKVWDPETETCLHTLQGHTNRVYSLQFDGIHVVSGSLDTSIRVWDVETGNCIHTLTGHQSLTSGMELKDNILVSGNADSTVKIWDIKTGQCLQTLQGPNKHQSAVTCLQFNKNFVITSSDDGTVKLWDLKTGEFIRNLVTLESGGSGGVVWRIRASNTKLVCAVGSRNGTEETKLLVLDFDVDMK
# * hit, by the source's call. Rows are unselected, and some 3.4% of all compounds hit somewhere here.
SMILES,MITF primary,GPR151 activ,TEAD-YAP block,FBW7 activator
CCN1CCN(C2CCN(Cc3ccc(OC)c(OC)c3OC)CC2)CC1,61*,-0.7,3,0.0
O=C(O)C(O)(c1cc(Cl)c(O)c(Cl)c1)C(F)(F)F (stereo unspecified),14,-0.2,7,0.0
COCCNCCC1CCC(=O)N1CC(c1ccccc1)c1ccccc1 (stereo unspecified),7,0.9,-6,-0.1
O=C(NCc1ccccn1)c1cc(Br)ccc1Cl,12,-2.8,-1,0.1
CCCCN(CC)S(=O)(=O)c1ccc(C(=O)Nc2cc(C)nn2C(C)C)cc1,0,0.8,-6,0.2
COc1cc(-c2cc(=O)c3c(O)cc(O)cc3o2)ccc1O,-11,0.9,8,0.0
Cn1cnnc1SCC(=O)Nc1ccc(Cl)cc1[N+](=O)[O-],-1,0.5,-6,-0.1
CC1CCCCN1CCNS(=O)(=O)c1ccc2[nH]c(=O)ccc2c1 (stereo unspecified),5,1.8,-1,-0.1
COc1c(Cl)cc(/C=C2\SC(N)=NC2=O)cc1Cl,1,0.9,-4,-0.2
O=C(Nc1cccc(Cl)c1)N(C1=NCCC1)c1ccc(Cl)cc1,-10,0.1,2,-0.1
COc1ccc(C2C(C(=O)NCCCN3CC(C)CC(C)C3)c3ccccc3C(=O)N2C2CCCCC2)cc1 (stereo unspecified),-1,0.0,0,-0.1
Cc1ccc(CCC(=O)N[C@H](Cn2nc(-c3ccc(F)c(F)c3)ccc2=O)C(C)C)o1,-2,-0.1,1,0.1
CCN(CC)S(=O)(=O)c1ccc(N/N=C(\C)c2ccc(Cl)cc2)c([N+](=O)[O-])c1,0,0.7,-1,0.3
Cc1cccc2nc(Cn3ccccc3=O)cn12,13,0.0,-1,0.0
c1ccc(-c2cnc(CSc3ncnc4sccc34)o2)cc1,2,0.1,-8,-0.1
CC(=O)N1CCc2c(sc(NC(=O)c3cc4ccccc4oc3=O)c2C(N)=O)C1,6,3.7,-1,-0.2
CCCCN(c1ccccc1)S(=O)(=O)c1ccc2c(c1)OCC(=O)N2,0,0.3,-12,0.0
O=[N+]([O-])c1cccc2c(NS(=O)(=O)c3ccc(Cl)cc3)cccc12,-2,0.2,-7,-0.4
COc1ccc(N2C(N)=C(C#N)C(c3cccs3)C3=C2CC(C)(C)CC3=O)cc1 (stereo unspecified),0,-0.3,-26,-0.2
CCOc1ccc(N=C2NC(=O)/C(=C\c3ccc(OCC(=O)O)c(OC)c3)S2)cc1,17,-2.0,4,0.2
COc1ccc(/C(O)=C2\C(=O)C(=O)N(CCCC(=O)O)C2c2cc(OC)ccc2OC)cc1 (stereo unspecified),6,1.1,16,-0.1
CCOC(=O)/C(C#N)=C(/C)c1ccc(OC)cc1,4,2.5,-1,0.0
Cc1sc2nc(CSc3nnc(N)s3)[nH]c(=O)c2c1C,5,0.2,-1,0.1
CC(C)CCNC(=O)c1cc(-c2ccncc2)nc2ccccc12,1,-1.8,8,0.8
O=[N+]([O-])c1ccc(C(=S)N2CCCC2)cc1,-8,0.1,5,0.0
# (further entries)
SMILES,MITF primary,GPR151 activ,TEAD-YAP block,FBW7 activator
COc1ccc(C2Nn3c(nnc3-c3ccccc3)SC2C(=O)N2CCCCC2)cc1 (stereo unspecified),16,1.5,3,0.1
COc1ccc(C(=O)Nc2ccc(O)c(-c3nc4ccccc4o3)c2)cc1[N+](=O)[O-],6,1.4,2,0.0
CCN1C(=O)/C(=C/c2ccc(Cl)cc2Cl)NC1=S,13,-0.8,8,0.0
Cc1n(Cc2ccccc2)c2ccccc2[n+]1C,-6,0.5,10,0.0
COc1cccc(CN2CCN3C(=O)[C@H](Cc4cnc[nH]4)NC(=O)[C@H]3C2)c1,38,0.3,-17,0.1
Cc1ccc(Sc2cc(C(=O)NCCN3CCOCC3)c3ccccc3n2)cc1,1,-0.2,3,-0.1
CCOC(=O)c1sc2nc(SCC(=O)NCc3ccco3)n(Cc3ccc(F)cc3)c(=O)c2c1C,-9,-1.0,-5,-0.1
CNC(=O)c1ccccc1Nc1cc(Nc2ccc(C(=O)N(C)C)cn2)ncc1C(F)(F)F,-4,-1.1,84*,0.1
CCC(Sc1nc2n[nH]c(C)c2c(=N)n1-c1ccc(OC)cc1)C(=O)N1CCCC1 (stereo unspecified),1,-1.1,-8,0.6
CCc1nc2sccn2c(=O)c1C(=O)NCCc1ccccc1,21,-0.7,-21,0.7
COc1ccc(Cl)cc1NC(=O)CCNC(=O)OCc1ccccc1,4,0.9,-2,0.1
COc1ccc(S(=O)(=O)N2CCCOC2CNC(=O)C(=O)NC2CCCC2)cc1C (stereo unspecified),0,-0.7,9,0.1
COc1cc(C(=O)Nc2ccc(Oc3ccc(Cl)cc3)cc2)cc(OC)c1OC,18,0.3,-9,-0.2
O=C(NCc1ccco1)C1CCCN1S(=O)(=O)c1ccc(Cl)cc1 (stereo unspecified),10,2.8,3,0.1
CCn1cnc2sc(C(=O)Nc3ccc(Cl)c(Cl)c3)c(C)c2c1=O,4,3.7,-42,-0.1
CC1(C)Cc2cccc(OCc3ccc(C(=O)NCCCN4CCOCC4)cc3)c2O1,-14,-0.3,6,0.0
NS(=O)(=O)c1cccc(NC(=O)/C=C/c2ccco2)c1,17,2.3,-14,0.1
Cc1ccc(-c2nnc(-c3ccc(C)cc3)n2Cc2ccccc2)cc1,-3,0.4,1,0.0
CCCCNC(CC(=O)Nc1cc(C)cc(C)c1)C(=O)O (stereo unspecified),17,1.9,3,0.0
CC1C(O)=C(c2ccc(F)cc2)C(=N)N1c1ccccc1 (stereo unspecified),13,0.7,-1,0.1
CCOC(=O)C1CCN(C(c2ccc(F)cc2)c2sc3ncnn3c2O)CC1 (stereo unspecified),16,0.5,9,0.3
COc1cc(C2C3=C(CC(C)(C)CC3=O)OC3=C2C(=O)CC(C)(C)C3)cc(OC)c1OCc1ccc(Cl)c(Cl)c1,7,0.0,-2,0.2
Cc1ccc(-c2cc(C(F)F)nc(NCC3CCCO3)n2)cc1 (stereo unspecified),2,0.2,-6,0.6
COc1cc(-c2cc(NCC3CC3)ncn2)cc(OC)c1OC,-4,0.6,-18,0.0
CCN1CCN(S(=O)(=O)c2ccc(Br)s2)CC1,19,0.1,5,-0.1

# Record cards, from the list above. Order of values: MITF primary	GPR151 activ	TEAD-YAP block	FBW7 activator
# Cc1ccc(-c2nnc(-c3ccc(C)cc3)n2Cc2ccccc2)cc1 as listed: -3	0.4	1	0.0
# CNC(=O)c1ccccc1Nc1cc(Nc2ccc(C(=O)N(C)C)cn2)ncc1C(F)(F)F as listed: -4	-1.1	84*	0.1

# New compounds follow
SMILES,MITF primary,GPR151 activ,TEAD-YAP block,FBW7 activator
COc1ccc2nc(-c3ccc(N)cc3)[nH]c2c1,1,-6.7,54*,0.1
CC1(C(=O)NCCOc2ccccc2Cl)CC1(Cl)Cl (stereo unspecified),21,2.0,3,0.1
CC1=C/C(=N\S(=O)(=O)c2ccc(C)cc2)C(Cl)=C(C)C1=O,-6,-0.3,17,-0.1
NC(=O)Cn1nnc(-c2ccc(C(F)(F)F)cc2)n1,-15,-2.1,-10,-0.2
CCOC(=O)C1C(=O)CC(C)(O)C(C(=O)OCC)C1c1ccc(OCC)cc1 (stereo unspecified),-4,-0.7,-1,0.0
NC(=O)CSc1nc(-c2ccccc2)cc(=O)[nH]1,-6,-0.4,-1,-0.1
O=C(O)COc1ccc(-n2cnnn2)cc1,13,0.3,0,-0.1
NNC(=O)CNC(c1ccccc1)c1cc(Br)ccc1NC(=O)c1ccccc1Br (stereo unspecified),3,1.5,8,0.0
O=C(/C=C/c1ccco1)Nc1cccc(NC(=O)c2ccccc2Cl)c1,-9,-0.8,-17,-0.1
O=c1nc(SCc2cccc3ccccc23)c2c(n1CCCO)CCCC2,-11,-0.2,1,-0.5
O=C(CSc1ccccn1)Nc1ccccc1NC(=O)CSc1ccccn1,7,-2.5,-2,0.9
CCNC(=O)/C(=C\c1ccccc1)NC(=O)c1ccc(I)cc1,2,-0.3,4,0.1
Cc1ccc(N2C(=O)CC(Cc3cccc(C)c3)C2=O)cc1 (stereo unspecified),-7,-0.4,11,0.0
CCN1C(=O)C(CC(=O)Nc2ccccc2Cl)N(NC(=O)c2cccc(F)c2)C1=S (stereo unspecified),6,0.7,5,0.1
C=CCc1c(C)nc(-c2ccccc2)nc1Nc1ccc(C(C)=O)cc1,9,-0.5,-34,-0.1
COc1ccc(CNCc2ccc3c(c2)OCO3)c2ccccc12,10,-1.6,-7,-0.1
O=C(Cn1c(-c2cnccn2)nc2ccccc21)NCCCc1ccccc1,10,0.5,-13,0.0
COc1ccc(-c2cnc(NCc3cccc(C)c3)n2C)cc1,31,-0.9,-5,0.0
O=C(Nc1ccccc1)c1cc(S(=O)(=O)N(CCO)CCO)c(Cl)cc1Cl,3,2.4,6,0.0
COc1ccc(CNC(=S)NNC(=O)C(C)NC(=O)c2ccccc2Cl)cc1 (stereo unspecified),7,2.5,-2,0.0
NCCc1c(C(=O)O)[nH]c2ccccc12,3,-0.2,-5,-0.1
Cc1cccc2cc3c(N)c(C(=O)N4CCCC(C)C4)sc3nc12 (stereo unspecified),-3,-0.8,-10,0.0
Cc1ccc(S(=O)(=O)NC(C)C)cc1C(=O)O,-7,-0.1,14,-0.2
N=C(/C(C(=O)c1ccccc1)=C(/O)c1ccccc1)c1nonc1N,2,1.1,13,0.0
O=C(/C=C/c1ccc2c(c1)OCO2)Nc1cc([N+](=O)[O-])ccc1Cl,5,-1.0,4,0.3
# Later entries
SMILES,MITF primary,GPR151 activ,TEAD-YAP block,FBW7 activator
O=c1c2sccc2nc(SCc2ccccc2F)n1Cc1ccccc1F,2,0.1,9,0.0
O=C1NC(=O)N(c2ccc(I)cc2)C(=O)/C1=C\C=C\c1ccco1,19,-1.0,11,-0.1
CCCOCCOC(=O)C1=C(C)NC2=C(C(=O)CC(C)(C)C2)C1c1ccccc1F (stereo unspecified),-3,-0.2,8,0.1
CCN1CCN(CCCNS(=O)(=O)c2ccc3c(c2)CCN3C(=O)C2CCC2)CC1,-3,0.4,-3,0.1
CCOC(=O)COc1ccccc1/C=N\Nc1nnc2c(n1)[nH]c1c(C)cccc12,-16,0.9,7,-0.1
CCN1CCN(c2c(Cl)cccc2NC(=O)c2cccnc2)CC1,-22,0.4,-4,-0.1
O=C(COC(=O)c1ccccc1N1C(=O)C2CC=CCC2C1=O)c1ccc([N+](=O)[O-])cc1 (stereo unspecified),4,-0.3,4,-0.1
CCSc1nnc2c(n1)OC(c1ccc(OC3CCCC3)cc1)Nc1ccccc1-2 (stereo unspecified),-1,-1.0,-18,0.1
CNS(=O)(=O)c1cc(C(=O)O)cc(C)c1C,-6,-0.8,5,-0.1
O=C(Nc1c(Cl)cccc1Cl)N[C@H]1C[C@H]2C(=O)N[C@@H](CO)C(=O)N2C1,13,0.2,11,0.1
Cc1ccc(OC(=O)c2cc(C(C)(C)C)cc(C(C)(C)C)c2)cc1C,-2,-0.1,10,0.0
O=C(Nc1ccc(F)cc1F)C1CCCN1S(=O)(=O)c1cccc2cccnc12 (stereo unspecified),-5,-0.6,3,0.0
COc1ccc(CN2CCNC(=O)C2CC(=O)NC2CCC2)c(C)c1C (stereo unspecified),-7,0.1,9,0.3
CCOCCCNC(=O)c1ccc2c(c1)NC(=O)C(CSCc1cc(C)ccc1C)N2 (stereo unspecified),-2,1.3,-3,0.0
N#C/C(=C\c1ccc(OC(=O)c2ccc(S(=O)(=O)N3CCCC3)cc2)cc1)c1nc2ccccc2s1,13,-0.2,-9,0.1
Cc1ccc(NCN2C(=O)c3cccc([N+](=O)[O-])c3C2=O)nc1,7,0.3,8,0.0
CCC(=O)Nc1nc(C)c(C(=O)Nc2cccc(Cl)c2)s1,-1,0.1,-1,1.6
COC(=O)c1ccccc1NC(=O)C1CSC(C)(C)N1C=O (stereo unspecified),16,0.7,10,0.0
COc1cccc(-n2c(=S)sc3c(=O)n(-c4ccc(C)cc4)c(=S)[nH]c32)c1,-1,0.8,2,0.1
Cc1cccc(N2CC(C)Cn3c2nc2c3c(=O)n(CCN3CCCCC3)c(=O)n2C)c1 (stereo unspecified),-6,-1.1,4,0.2
COc1cc(C(=O)NC2CCCCCCC2)cc(OC)c1OC,14,1.4,-2,0.2
CCCn1c(=O)c(-c2cccs2)nc2c1c(=O)[nH]c(=O)n2Cc1ccccc1,6,-0.3,0,0.0
O=C(Cc1ccccc1)NCC(=O)OCC(=O)c1ccc(Cl)cc1,-4,0.0,12,0.0

# Three entries picked at random from the list so far:
SMILES,MITF primary,GPR151 activ,TEAD-YAP block,FBW7 activator
O=C(Nc1c(Cl)cccc1Cl)N[C@H]1C[C@H]2C(=O)N[C@@H](CO)C(=O)N2C1,13,0.2,11,0.1
Cc1ccc(NCN2C(=O)c3cccc([N+](=O)[O-])c3C2=O)nc1,7,0.3,8,0.0
CCC(=O)Nc1nc(C)c(C(=O)Nc2cccc(Cl)c2)s1,-1,0.1,-1,1.6

# 3 compounds already listed, arranged by formula weight, highest first:
SMILES,MITF primary,GPR151 activ,TEAD-YAP block,FBW7 activator
CCOC(=O)COc1ccccc1/C=N\Nc1nnc2c(n1)[nH]c1c(C)cccc12,-16,0.9,7,-0.1
O=C(Cc1ccccc1)NCC(=O)OCC(=O)c1ccc(Cl)cc1,-4,0.0,12,0.0
CCN1CCN(c2c(Cl)cccc2NC(=O)c2cccnc2)CC1,-22,0.4,-4,-0.1
